TCR CD3 inh = human TCR-CD3 binding inhibition. TAMRA-labeled TCR probe fluorescence, biochemical. inhibition, % at 9.4 µM. 360,000 compounds, 0.37% hits; in the data active = inhibition above about 19%;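 also: recombinant mutant TCR 2C K166C tagged with TAMRA read by polarization; 0% = receptor in buffer alone and 100% = receptor with positive control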
HTRA1 inhibitor = blocks human HTRA1 serine peptidase; Q92743; recombinant HTRA1, FP-rhodamine activity-based probe, fluorescence polarization; inhibition, % at 5.96 µM; 340,000 compounds, 0.5% hits; AID 504803; in the data active = inhibition above about 36%;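 also: 0% = enzyme with DMSO and 100% = wells lacking enzyme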
MBD2 DNA inh = MBD2-methylated oligo binding inhibition | TR-FRET, MBD2 binding to methylated oligonucleotide | inhibition, % at 4.4 µM | 370,000 compounds, 0.31% hits; in the data active = inhibition above about 13%
mABHD4 FP = ABHD4 (mouse) inhibition, primary FP screen | Q8VD66 | purified mABHD4, FP-Rh probe fluorescence polarization | inhibition, % at 8.92 µM | 370,000 compounds, 0.54% hits | AID 720543;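 active = inhibition exceeding the mean over every tested compound plus 3 SD, cut at about 30% in these data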;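 also: 0% = plate median of compound wells and 100% = S159A mutant with DMSO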
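Test system: mABHD4 protein | Buffer or medium: HEPES pH 7.0 buffer, 150 mM NaCl, 0.01% Pluronic F-127 | Probe or stimulus: FP-Rh fluorescent activity-based probe, added after compound pre-incubation | Timing: Pre-incubation 45 min, probe exposure 60 min, at 25 °C | Technique: Fluorescence polarization, excitation 525 nm, emission 598 nm, BODIPY TMR filters | Repeats: Single well per compound (singlicate)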
PRMT1 inh = inhibitors of human PRMT1 | Q99873 | recombinant PRMT1, activity-based probe fluorescence polarization | inhibition, % at 2.79 µM | 370,000 compounds, 1.3% hits | AID 652257;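 active = inhibition above about 21% made by adding two undisclosed values, limit read from the data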
LEDGF integ inh = blocks HIV-1 LEDGF/p75-dependent DNA integration; TR-FRET IN-LEDGF/p75 DNA integration, Eu/Cy5; inhibition, % at 3.7 µM; 370,000 compounds, 0.64% hits; AID 743269;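 active = inhibition above the screen-wide mean plus 3 SD, cut at about 13% in these data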;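 also: signal is the Cy5 over europium emission ratio at 671 and 618 nm; 0% = plate median of compound wells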
rCAG RNA binder = binds r(CAG) RNA repeats; inhibition, % at 3 µM; 370,000 compounds, 1.3% hits; r(CAG) RNA repeat, TO-PRO-1 dye displacement fluorescence;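 active = inhibition above the plate cutoff, the mean of all test compounds on that plate plus 3 SD, cut at about 35% in these data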;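 also: 0% = DMSO alone and 100% = 100 µM mitoxantrone as full dye displacement; higher means more dye released from RNA so lower well fluorescence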
NPR2 activator = GC-B (human) receptor activation; P20594; HEK293-GC-B cells, CNP EC30, cGMP TR-FRET; 0% at EC30 CNP, 100% saturating CNP; activation, % at 10 µM; 370,000 compounds, 0.11% hits; AID 1920062;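 active = activation at 10 µM reaching about 35% in either raw or pattern-adjusted values, limit read from the data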
TDP2 inh = blocks human TDP2 phosphodiesterase activity. O95551. recombinant TDP2, T5PNP hydrolysis, p-nitrophenol absorbance 415 nm. inhibition, % at 12.8 µM. 370,000 compounds, 0.34% hits. AID 720702;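 active = inhibition above the mean of all tested compounds plus 3 SD, set per campaign, cut at about 25% in these data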;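 also: 0% = DMSO with enzyme and 100% = buffer with substrate but no TDP2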
Target sequence (O95551 whole entry, looked up): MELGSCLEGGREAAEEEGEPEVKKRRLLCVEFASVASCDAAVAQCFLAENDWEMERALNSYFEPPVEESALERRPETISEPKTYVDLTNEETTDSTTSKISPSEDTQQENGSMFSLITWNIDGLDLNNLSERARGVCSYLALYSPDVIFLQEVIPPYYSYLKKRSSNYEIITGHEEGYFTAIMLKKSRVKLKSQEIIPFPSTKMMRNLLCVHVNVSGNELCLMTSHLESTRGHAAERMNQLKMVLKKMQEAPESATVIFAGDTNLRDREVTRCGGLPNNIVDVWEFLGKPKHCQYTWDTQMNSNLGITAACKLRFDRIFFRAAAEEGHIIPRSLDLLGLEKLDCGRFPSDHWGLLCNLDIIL
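test system = human TDP2 enzyme | input = TDP2 enzyme at 120 nM final | medium = 50 mM Tris-HCl pH 7.5 with Mg2+, KCl, DTT, BSA | also added = T5PNP substrate, 5 mM | times = 2 h at 37 °C | technique = epi absorbance | benchmarks = high control without enzyme, low control DMSO plus TDP2 | replication = each compound tested once, singlicate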
SIAE primary = blocks human sialic acid acetylesterase. Q9HAT2. SIAE FP-Rh probe binding, fluorescence polarization. inhibition, % at 9.66 µM. 370,000 compounds, 0.69% hits;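 active = inhibition above a cutoff: mean of compounds within the control limits plus 3 SD of those, cut at about 17% in these data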;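 also: 0% = plate median of compound wells and 100% = probe without SIAE protein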
Target sequence (Q9HAT2 whole entry, looked up): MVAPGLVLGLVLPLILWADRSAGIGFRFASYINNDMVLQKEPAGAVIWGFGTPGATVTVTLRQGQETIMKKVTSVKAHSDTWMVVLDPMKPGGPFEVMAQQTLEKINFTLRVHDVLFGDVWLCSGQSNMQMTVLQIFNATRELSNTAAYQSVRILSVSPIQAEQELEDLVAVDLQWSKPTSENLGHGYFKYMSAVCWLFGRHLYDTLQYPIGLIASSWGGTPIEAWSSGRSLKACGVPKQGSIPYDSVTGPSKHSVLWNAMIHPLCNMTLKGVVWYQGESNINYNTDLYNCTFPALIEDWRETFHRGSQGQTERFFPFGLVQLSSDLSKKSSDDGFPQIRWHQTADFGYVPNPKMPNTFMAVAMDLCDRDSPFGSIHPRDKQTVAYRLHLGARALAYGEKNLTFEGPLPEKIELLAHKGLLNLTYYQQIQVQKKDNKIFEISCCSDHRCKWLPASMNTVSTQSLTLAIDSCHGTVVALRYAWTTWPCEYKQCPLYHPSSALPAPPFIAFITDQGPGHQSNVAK
* marks the source's active call; other numbers are inactive results; . = not tested or not shown. A portion of the library; the hit share may differ from the screen's.

SMILES	TCR CD3 inh	HTRA1 inhibitor	MBD2 DNA inh	mABHD4 FP	PRMT1 inh	LEDGF integ inh	rCAG RNA binder	NPR2 activator	TDP2 inh	SIAE primary
CC(C)CN=CC1=C(O)c2ccccc2C1=O	3	5	7	-13	1	5	-5	-7	-3	-2
O=S(OCCN1CCOCC1)C(c1ccccc1)c1ccccc1 (stereo not given)	9	5	3	1	1	-2	-2	-3	3	2
CC(C)(C)c1ccc(C(O)c2ncc(-c3ccc4ccccc4c3)[nH]2)cc1 (stereo not given)	-5	.	-2	3	-4	7	7	-3	-5	-2
C#CCOCCOCCOCCNc1nc(N2CCN(C(=O)[C@H](CCCCN)n3cc([C@@H](N)C(C)CC)nn3)CC2)nc(N2CCN(C(=O)[C@H](CCCCN)n3cc([C@@H](N)CC(C)C)nn3)CC2)n1 (stereo not given in full)	7	7	1	1	-2	4	16	6	-3	9
CC(=O)c1ccc(NC(=O)c2ccc3snnc3c2)cc1	9	-8	1	2	3	3	3	-1	-5	-12
CCOc1cc(C2C3=C(CC(C)(C)CC3=O)N(CCCOC)C3=C2C(=O)CC(C)(C)C3)ccc1OC	-5	12	1	0	5	0	-7	0	-3	5
CC(C)NC[C@@H](O)COc1cccc2ccccc12	0	4	2	-1	3	-5	2	2	-5	7
CCCCNC(=O)NCc1cnn(C)c1C	2	5	3	-3	0	1	-3	-1	-4	6
CN1CCN(S(=O)(=O)c2cccc(C(=O)Nc3sc4c(c3-c3nc5ccccc5[nH]3)CCCC4)c2)CC1	-5	-8	2	3	1	1	38*	3	-6	25*
NC(=O)C1CCN(c2ccc([N+](=O)[O-])cc2Cl)CC1	1	-1	5	1	1	0	-3	4	4	3
COc1ccc(/C=N/NC(=O)c2ccccc2OC)cc1COc1ccc(C)cc1	-4	-2	-6	-11	-5	3	2	3	-25	-8
COc1nc(N2CCCC2)nc(-n2nnc(C(C)=O)c2C)n1	2	5	0	-1	2	-2	-2	-1	17	3
Oc1ccc(-c2nc3ccc4ccccc4c3c3c2CCC3)cc1O	-3	41*	1	15	2	-6	24	-2	-19	-2
COc1cc(-c2coc3c(C(=O)NCc4ccc(N(C)C)cc4)cccc23)ccc1O	10	.	-9	12	3	0	14	0	-7	11
COc1ccccc1CNC(=O)C1CCN(S(=O)(=O)c2ccc3nc4c(c(C(=O)O)c3c2)CCCC4)CC1	5	-1	0	7	-1	2	20	8	-9	3
COc1cccc(NC(=O)CN(C)C(=O)Cc2ccc3c(c2)CCC3)c1	-6	-4	7	-5	10	-1	4	-7	1	2
CCC(C)(C)c1ccc(Oc2cccc(C(=O)O)c2)cc1	-7	-26	3	-5	7	-7	39*	-1	-2	3
CCc1nc2c(OCc3ccc(F)cc3)cccn2c1N(C)C(=O)CC(C)C	-6	.	-8	-1	1	-1	-4	-5	9	2
CNC(=O)c1cc(S(=O)(=O)Nc2ccc(C)cc2C)ccc1C	4	0	6	4	-3	-3	0	6	-2	-4
CCc1n[nH]c(=S)n1/N=C/c1c(O)ccc2ccccc12	15	2	2	0	10	1	3	-7	-6	8
Cc1ccc2nc(CNC(=O)C3CCC(=O)N(Cc4ccccc4F)C3)cn2c1 (stereo not given)	4	4	0	-2	-1	5	-1	2	1	-1
COc1cccc(N2C(=NC(=O)C3CCCCC3)SC3CS(=O)(=O)CC32)c1 (stereo not given)	-3	4	0	-5	0	1	-4	-2	-4	-4
CS(=O)(=O)N1CCC(C(=O)Nc2cccc(Br)c2)CC1	5	0	4	-2	-1	0	2	0	10	3
COCCNC(=O)CSc1nc2ccccc2c2nc(C)nn12	0	10	0	2	5	-1	1	-1	-10	-1
Clc1ccccc1-c1nc(/C=N/N2CCOCC2)c2ccccn12	6	9	-9	-4	-4	2	-1	-1	12	17

(further entries)
SMILES	TCR CD3 inh	HTRA1 inhibitor	MBD2 DNA inh	mABHD4 FP	PRMT1 inh	LEDGF integ inh	rCAG RNA binder	NPR2 activator	TDP2 inh	SIAE primary
CCOC(=O)c1cc(C(=O)c2cccs2)n2ccc(C(C)=O)cc12	1	-2	3	-7	0	2	4	2	4	0
O=C(CSc1ccc2ccccc2n1)N/N=C/c1ccc(O)cc1	-3	-15	0	-5	-1	4	6	-4	-18	-1
Cc1ccc(/C=C/C(=O)c2ccccc2O)cc1	-3	-13	2	0	3	-2	1	2	21	-3
CCN(CC)CCNC(=O)c1ccc(NC(=O)/C=C/c2ccc3ccccc3n2)cc1	-4	-2	3	0	1	-1	3	-5	-3	-4
O=C(COC(=O)COc1ccc(Cl)cc1)NC1CCCCCC1	-3	-1	-8	2	1	-1	-7	-8	-6	6
Cc1ccc(NC(=O)COC(=O)c2ccc([N+](=O)[O-])o2)cc1S(=O)(=O)N1CCCCCC1	3	-5	6	8	2	-2	3	4	-6	-17
COc1ccc(C2/C=C\CN(CC(C)(C)C)CC(=O)N2Cc2ccc(F)cc2)cc1 (stereo not given)	6	-16	-2	0	3	0	9	-1	1	5
COc1ccc(-c2cn(Cc3ccc4ccccc4c3)nn2)cc1	-1	-1	5	-6	0	-3	-2	3	6	5
O=[N+]([O-])c1ccc(SCCc2ccccn2)cc1	5	0	-5	3	14	2	-1	-12	9	3
O=C(NCC1CCCO1)C(c1cccs1)N(Cc1ccccc1Cl)C(=O)c1ccc(-c2ccccc2)[nH]1 (stereo not given)	-3	-58	0	-11	1	1	7	4	4	2
CC(C)(C)c1nnc(NC(=O)c2cccnc2)s1	7	9	0	4	3	0	0	0	2	-2
Cc1ccccc1CSCCNC(=O)CSCc1ccc([N+](=O)[O-])cc1	3	-8	-2	-1	2	-2	0	-2	7	1
COC(=O)c1ccccc1NC(=O)COc1ccc(S(=O)(=O)NC(C)C)cc1	0	-11	0	-7	3	-1	-5	0	-10	-7
CCCS(=O)(=O)N1CCC(C(=O)NC2CCC(C)CC2)CC1 (stereo not given)	2	-2	-8	-5	-1	1	-2	5	0	3
CCOc1ccc(/C=C2\SC(=O)N(CCNC(=O)CN3C(=O)NC4(CCCC4)C3=O)C2=O)cc1OC	0	0	-7	-1	1	2	-3	0	-3	7
COc1ccc(/C=C/C(=O)NNC(=O)c2cc(C)oc2C)cc1	-2	0	-1	6	4	-4	-1	2	0	4
COc1ccc(OC)c(NC(=O)NNS(=O)(=O)c2ccc(C)cc2C)c1	-1	-3	3	0	0	2	3	5	-15	-10
Cc1cc2c(SCC(=O)NC3CCCC3)ncnc2s1	6	0	-5	-4	1	-5	-4	-2	10	-1
Cc1cccnc1NC(=O)c1ccc(NS(=O)(=O)/C=C/c2ccccc2)cc1	1	-3	0	-5	0	0	4	2	-1	2
CC1=C(C(=O)Nc2ccccn2)C(c2ccc(Cl)cc2Cl)NC(=S)N1 (stereo not given)	1	-4	-4	0	-1	1	2	-9	-4	8
Cc1ccc(C(C)C)c(OCC(=O)NCC(c2cccs2)N2CCOCC2)c1 (stereo not given)	2	-8	0	0	2	2	-8	-7	12	1
COc1ccc(/C=N/Nc2nc(Nc3ccccc3)nc(N3CCCCC3)n2)cc1OC	4	-8	-10	8	-2	-3	10	.	-9	3
COC(CN(C(=O)CCl)C(C(=O)NC1CCCCC1)c1ccc(Cl)cc1)OC (stereo not given)	1	-1	-2	0	1	2	-2	-4	-4	4
CC(=O)c1ccc(OCc2cc(C(=O)N3CCC[C@H]3CO)no2)cc1	4	8	4	-1	2	1	-3	1	2	2
CN(CC(=O)Nc1ccc(F)c(F)c1F)C(=O)/C=C/c1ccc(Cl)cc1	6	-2	-2	-1	-2	2	1	-2	6	6

The list goes on.
SMILES	TCR CD3 inh	HTRA1 inhibitor	MBD2 DNA inh	mABHD4 FP	PRMT1 inh	LEDGF integ inh	rCAG RNA binder	NPR2 activator	TDP2 inh	SIAE primary
COc1ccc(Cl)cc1NC(=O)Cn1nnc(C(=O)NCCc2ccc(OC)c(OC)c2)c1N	-3	-12	-3	-11	-5	2	1	10	-5	6
O=C1NCCN/C1=C\C(=O)c1ccc(Br)cc1	9	.	-2	-3	-5	1	1	-7	9	-2
CC(C)N(C(=O)COC(=O)c1cccc(N(C)C)c1)c1ccccc1	1	-9	2	11	0	2	2	3	-1	-25
CCSc1nnc2c(n1)OC=Nc1ccc(Br)cc1-2	0	-2	-12	4	1	-1	2	-5	10	-1
CC(C)CC(c1nnnn1CCc1ccccc1)N1CCC(C(N)=O)CC1 (stereo not given)	1	4	-2	5	-2	0	-8	5	6	-5
COC(=O)c1cc(Cl)c(NC(=O)C(C)C)cc1OC	1	1	1	-1	2	-5	-2	1	-10	-2
COc1ccc(S(=O)(=O)N2CCOCC2)cc1NC(=O)c1ccc2c(c1)OCO2	2	-2	3	1	-6	0	1	9	-5	4
Cc1ccc2ccc(C(Nc3ccccn3)c3ccccc3)c(O)c2n1 (stereo not given)	3	11	-7	2	7	-6	7	-2	-10	2
O=C(C=Cc1ccco1)N1CCOCC1	-3	-2	-5	-1	6	1	1	0	-1	14
O=C1CN(C(=O)c2ccccc2F)c2ccccc2N1	-4	6	6	-1	1	0	1	-3	1	5
NC(=O)C1CCN(c2ccnc(Cl)n2)CC1	.	.	0	3	1	3	.	0	-3	-4
Cc1ccc(NC(=O)CNCCCN2CCOCC2)cc1S(=O)(=O)N1CCCCC1	8	-9	2	22	2	2	-6	2	12	3
O=C(Nc1nc(-c2cccs2)cs1)c1cccc(S(=O)(=O)N2CCCCCC2)c1	3	-57	-6	-56	-1	-2	14	-1	-7	-60
Cc1cccc(C(C)C)c1NC(=O)CN1C(=O)NC(Cc2ccccc2)C1=O (stereo not given)	3	0	4	0	0	0	-7	0	-3	0
O=C(CSCc1cnn(-c2ccccc2)c1-n1cccc1)NCc1ccc2c(c1)OCO2	4	-9	2	-3	2	0	-6	-3	-11	0
COc1ccc(C(=O)NC2CC(C)(C)NC(C)(C)C2)cc1S(=O)(=O)N1CCOCC1	4	5	-3	5	-6	-3	2	4	-3	6
CC(C)C(=O)Nc1ccc(C(=O)N/N=C/C2CC3C=CC2C3)cc1 (stereo not given)	1	-1	-3	-3	1	2	-3	-8	-1	0
COc1ccc(NC(=O)COC(=O)c2ccc(N3CCCC3=O)cc2)cc1OC	-1	-4	5	4	1	-2	0	4	-5	1
Cc1cc(-c2nnco2)c(C)n1-c1ccc(F)cc1	5	18	2	-2	1	-1	-1	-3	0	-4
Cc1cc(C)nc(NC2=NCC(=O)N2c2cccc(Cl)c2)n1	-3	-1	1	-2	3	-4	-1	-3	2	-4

One compound at a time, from the list above:
Entry for CC(C)(C)c1nnc(NC(=O)c2cccnc2)s1 = TCR CD3 inh = 7; HTRA1 inhibitor = 9; MBD2 DNA inh = 0; mABHD4 FP = 4; PRMT1 inh = 3; LEDGF integ inh = 0; rCAG RNA binder = 0; NPR2 activator = 0; TDP2 inh = 2; SIAE primary = -2
Entry for COc1ccc(-c2cn(Cc3ccc4ccccc4c3)nn2)cc1 = TCR CD3 inh = -1; HTRA1 inhibitor = -1; MBD2 DNA inh = 5; mABHD4 FP = -6; PRMT1 inh = 0; LEDGF integ inh = -3; rCAG RNA binder = -2; NPR2 activator = 3; TDP2 inh = 6; SIAE primary = 5

Screens deposited in PubChem by several laboratories.
